Bioassay records as filed in PubChem BioAssay.
LRH-1 inv ag: NR5A2 inverse agonism in reporter assay; inhibition, % at 3.6 µM; AID 602396; 360,000 compounds, 0.13% hits; O00482; HEK293T StAR-luciferase reporter, LRH-1 transfected, 24 h;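 active = inhibition above the mean inhibition of all tested compounds plus 3 SD, cut at about 73% in these data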;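 note: 0% = DMSO wells and 100% = reporter-only cells lacking LRH-1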
TLR9-MyD88 block: TLR9-MyD88 interaction inhibition; AID 504734; CHO BLA complementation TLR9-MyD88, CCF4 FRET ratio; 340,000 compounds, 0.21% hits; inhibition, % at 4.98 µM;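 active = inhibition above the mean over all tested compounds plus 3 SD, cut at about 21% in these data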;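 note: 0% = DMSO only wells and 100% = clavulanate BLA inhibitor control wells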
ABHD5 PLIN5 PPI: ABHD5-PLIN5 protein interaction inhibition; 360,000 compounds, 0.78% hits; Split G. princeps luciferase complementation, luminescence, 4 h; inhibition, % at 4 µM;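 active = inhibition above the mean inhibition across every tested compound plus 3 SD, cut at about 22% in these data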;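 note: 0% = DMSO only wells and the 100% control is not disclosed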
TROY signal inh: inhibitors of TROY-dependent NF-kB signaling; Q293 LMP1-TROYcd NF-kB luciferase reporter, 4 h; inhibition, % at 10 µM; 360,000 compounds, 0.98% hits; AID 1347056;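 active = compounds whose plate-normalised and pattern-corrected inhibition of the luciferase reporter signal at the single screening dose is 50% or more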
TWEAK Fn14 block: blocks TWEAK-Fn14 interaction in a reporter cell assay; TWEAK-stimulated Fn14 reporter cells, luciferase luminescence, 8 h; inhibition, % at 10 µM; 360,000 compounds, 2% hits; in the data active = inhibition above about 50%
SRC1 inh: inhibits human SRC1 coactivator. Q15788. HEK293 GAL4-SRC1 luciferase reporter, luminescence. inhibition, % at 3.6 µM. 360,000 compounds, 0.12% hits;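 active = inhibition above the campaign mean plus 3 SD, with each screening campaign given its own cutoff, cut at about 60% in these data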;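 note: 0% = DMSO treated cells and 100% = gossypol at 36 µM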
NCOA2 inhibitor: inhibits human steroid receptor coactivator 2; Q15596; HEK293 GAL4-SRC2 luciferase reporter, luminescence; inhibition, % at 9 µM; 370,000 compounds, 0.17% hits; AID 651957;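 active = inhibition above the mean inhibition of all tested compounds plus 3 SD, set per campaign, cut at about 52% in these data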;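 note: 0% = DMSO treated cells and 100% = cells given Gossypol at 36 µM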
Target sequence (Q15596 whole entry, looked up, the tested form may be a part): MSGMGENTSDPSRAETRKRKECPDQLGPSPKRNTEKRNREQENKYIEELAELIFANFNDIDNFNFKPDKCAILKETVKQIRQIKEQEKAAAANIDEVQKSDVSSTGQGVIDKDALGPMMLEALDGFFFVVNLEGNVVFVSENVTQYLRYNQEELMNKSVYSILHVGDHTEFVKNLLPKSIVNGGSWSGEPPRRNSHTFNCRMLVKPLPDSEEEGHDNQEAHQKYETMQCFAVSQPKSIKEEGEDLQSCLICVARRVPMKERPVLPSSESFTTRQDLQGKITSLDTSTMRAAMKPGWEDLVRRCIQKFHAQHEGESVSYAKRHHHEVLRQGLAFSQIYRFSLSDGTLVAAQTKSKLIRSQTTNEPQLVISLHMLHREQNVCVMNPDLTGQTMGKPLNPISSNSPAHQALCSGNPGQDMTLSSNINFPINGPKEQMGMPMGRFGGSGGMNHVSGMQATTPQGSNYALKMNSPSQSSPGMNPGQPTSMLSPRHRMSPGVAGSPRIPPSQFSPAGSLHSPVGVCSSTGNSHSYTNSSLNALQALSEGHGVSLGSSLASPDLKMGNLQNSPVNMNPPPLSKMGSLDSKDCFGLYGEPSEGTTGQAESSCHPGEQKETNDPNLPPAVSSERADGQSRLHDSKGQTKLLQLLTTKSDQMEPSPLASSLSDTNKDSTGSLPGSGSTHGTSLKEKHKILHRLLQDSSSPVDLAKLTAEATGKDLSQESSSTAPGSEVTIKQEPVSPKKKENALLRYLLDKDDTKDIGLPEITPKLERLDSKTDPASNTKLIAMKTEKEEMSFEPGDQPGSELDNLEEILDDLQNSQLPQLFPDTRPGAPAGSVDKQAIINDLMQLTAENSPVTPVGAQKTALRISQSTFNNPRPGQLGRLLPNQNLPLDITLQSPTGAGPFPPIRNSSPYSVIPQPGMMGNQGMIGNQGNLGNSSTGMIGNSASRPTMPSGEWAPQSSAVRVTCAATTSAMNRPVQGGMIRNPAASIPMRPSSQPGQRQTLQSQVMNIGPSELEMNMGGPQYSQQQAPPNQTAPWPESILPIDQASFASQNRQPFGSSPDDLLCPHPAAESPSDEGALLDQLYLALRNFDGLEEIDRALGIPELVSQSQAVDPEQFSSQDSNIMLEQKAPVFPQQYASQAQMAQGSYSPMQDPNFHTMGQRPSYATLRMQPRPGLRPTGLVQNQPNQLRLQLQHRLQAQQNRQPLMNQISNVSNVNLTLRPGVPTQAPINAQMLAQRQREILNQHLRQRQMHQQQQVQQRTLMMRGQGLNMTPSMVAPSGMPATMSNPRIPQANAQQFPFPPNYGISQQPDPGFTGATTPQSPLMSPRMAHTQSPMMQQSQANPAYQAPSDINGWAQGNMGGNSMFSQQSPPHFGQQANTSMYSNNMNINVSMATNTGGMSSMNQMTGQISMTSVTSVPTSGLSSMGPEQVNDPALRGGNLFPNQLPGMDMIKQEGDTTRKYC
NCOA3 inh: inhibitors of human steroid receptor coactivator 3 (SRC3); 360,000 compounds, 0.17% hits; HEK293 GAL4-SRC3 luciferase reporter, luminescence; AID 588352; inhibition, % at 3.6 µM; Q9Y6Q9;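 active = inhibition above a per-campaign cutoff, the mean of all compounds plus 3 SD, cut at about 60% in these data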;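 note: 0% = DMSO-treated cells and 100% = gossypol-treated cells at 36 µM; higher means less SRC3-driven luciferase light from the GAL4 reporter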
Exocytosis inh: lytic granule exocytosis inhibition | TALL-104 LAMP-1 surface exposure, flow cytometry; cells stimulated with thapsigargin and PMA | AID 651702 | 360,000 compounds, 0.66% hits | inhibition, % at 10 µM;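 active = inhibition above about 55%, limit read from the data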
COUP-TFII inh: blocks human COUP-TFII nuclear receptor. P24468. HEK293T NGFI-A luciferase reporter, luminescence. inhibition, % at 8.6 µM. 370,000 compounds, 0.7% hits;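 active = inhibition above a per-plate cutoff, mean inhibition of test wells between control levels plus 3 SD, cut at about 38% in these data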;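 note: cells cotransfected with COUP-TFII expression vector driving the NGFI-A reporter; 0% = median of COUP-TF2 test wells and 100% = reporter-only cells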
NOD2-RIPK2 inh: NOD2-RIPK2 protein interaction inhibition | AID 624267 | CHO BLA complementation NOD2-RIPK2, CCF4 ratio | 360,000 compounds, 0.38% hits | inhibition, % at 4.98 µM; in the data active = inhibition above about 21%;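 note: 0% = vehicle only and 100% = reference blocker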
Active calls of the source: *; nt = no result given. Only part of the results is shown. The share of hits here may be higher or lower than overall.

SMILES	LRH-1 inv ag	TLR9-MyD88 block	ABHD5 PLIN5 PPI	TROY signal inh	TWEAK Fn14 block	SRC1 inh	NCOA2 inhibitor	NCOA3 inh	Exocytosis inh	COUP-TFII inh	NOD2-RIPK2 inh
Cc1cc(-c2n[nH]c(=S)n2Cc2ccco2)nn1C	-2	-2	-2	-17	-7	-25	-4	-4	-2	-1	-12
CCCCOP(=O)(c1ccc(N(C)C)cc1)C(O)c1ccncc1 (stereo not given)	8	9	4	-8	21	3	-14	18	-1	2	1
CCC(=O)NC1=C(NC(C)c2ccccc2)C(=O)c2ccccc2C1=O (stereo not given)	6	-3	-9	10	7	-8	-9	-23	-1	0	-7
O=C(COc1cc(O)c2c(=O)c3ccccc3oc2c1)OCc1ccccc1	-3	-6	2	18	-7	4	-6	4	2	8	-11
COc1ccc(-c2nn(-c3ccccc3)cc2C(=O)O)cc1OC	-15	2	0	-11	2	0	-2	5	-1	-7	2
COC(=O)C1CCN(C(=O)C2CCN(C(=O)[C@@H](NS(=O)(=O)c3ccc(C)cc3)C(C)C)CC2)CC1	-2	-4	3	4	4	0	28	-1	11	22	-15
COc1ccc(/C=N/n2cnc3scc(-c4cccs4)c3c2=O)cc1OC	-1	-11	-3	-5	34	-4	-2	9	14	-2	0
CCOC(=O)c1c(C)[nH]c(C(=O)CN2C(=O)NC(C)(c3ccc4ccccc4c3)C2=O)c1C (stereo not given)	-23	2	-9	31	34	-3	9	15	3	2	-7
CN(C)c1ccc(/C=N/NC(=O)C2COc3ccccc3O2)o1 (stereo not given)	2	-2	1	8	1	-7	-7	-6	2	-2	-5
Cc1ccc(S(=O)(=O)N2CCc3cc4c(cc3C2C)OCCCO4)cc1 (stereo not given)	-2	4	-1	-10	30	3	19	8	10	-13	10
NC(=O)c1ccc(NC(=O)COC(=O)CCN2C(=O)c3ccccc3C2=O)cc1	-38	-5	-6	-5	4	15	11	0	0	-6	0
Cc1ccc(-n2nnc3c(=O)n(CC(=O)OCc4ccccc4)cnc32)cc1	11	-3	10	-7	-13	16	-1	21	2	3	-2
COc1ccccc1NC(=O)C1CCCN1S(=O)(=O)c1ccc(Cl)cc1 (stereo not given)	12	1	-4	3	8	10	11	12	28	-5	5
COc1ccc(OC)c(-c2cc(C(=O)Nc3cccc(Cl)c3)no2)c1	11	5	-10	-16	-7	8	5	18	0	4	12
Cc1ccc(-n2nnnc2CNC(=O)C2CC(=O)N(c3ccccc3)C2)cc1C (stereo not given)	10	11	-4	-5	-3	-40	-7	-4	-3	-2	-2
COc1ccccc1N1CCN(CC(=O)Nc2ccc(CN3CCCCC3)cc2)CC1	5	-3	5	-14	-1	0	nt	-10	1	nt	-8
O=C(CNc1ccc2ccccc2c1)N/N=C/c1ccncc1	5	2	-6	23	42	4	-10	0	8	-19	6
O=S(=O)(c1ccc2c(c1)OCCO2)N1CCC(c2nc3ccccc3[nH]2)CC1	-14	4	3	3	14	-13	10	4	1	7	3
Cc1ccccc1NC(=O)CCS(=O)(=O)c1cccc2nonc12	-12	1	8	-12	-9	-52	-5	3	-7	5	-5
COc1cc(NS(=O)(=O)c2cc(C)ccc2OC)c(OC)cc1Cl	1	-9	3	24	14	7	15	5	-2	-3	3
O=C(O)c1cccc(NC(=O)c2cc(-c3cccc(Cl)c3)nc3ccccc23)c1	-12	-3	11	-21	-4	-20	-28	6	0	-22	-9
CCCC(=O)C1=C(O)C(C(=O)OC)C(C)(C)CC1=NC(C)C (stereo not given)	8	-8	11	1	13	17	9	-7	5	9	10
O=C(N/N=C/c1ccc(O)c(O)c1)c1cc(-c2ccccc2)nc2ccccc12	-11	2	11	-27	-54	-12	-31	-26	0	22	-2
COc1ccc(C2CC(=O)c3cnc(N4CCN(Cc5ccccc5)CC4)nc3C2)cc1 (stereo not given)	12	1	-1	6	20	9	-1	8	-4	-13	-7
O=[N+]([O-])c1ccc2nc(SCc3ccccc3Cl)sc2c1	24	7	-3	-23	-28	9	nt	-1	-1	nt	-3
O=C(c1ccc(Cl)cc1)C1CCN(C(=O)C2CC2)CC1	1	12	4	-6	5	-10	nt	9	4	nt	0
CCCCOCCCNC(=O)C[C@@H]1C[C@@]2(C(=O)OCC)CCC=C2N(CCC2=CCCCC2)C1=O	4	nt	3	2	23	nt	-21	nt	-6	11	4
CCOC(=O)c1ccc(Nc2cc(C)nc(C)c2C(=O)OCC)cc1	8	-2	-4	7	2	8	23	-10	5	0	-7
CC(C)C(=O)Nc1csc(C(F)(F)F)c1-c1ccccc1	-5	-6	-3	-13	11	-40	-32	11	-1	12	-4
CSCCC(NC(=O)c1ccc(C(C)(C)C)cc1)C(=O)O (stereo not given)	-6	3	1	-14	-8	1	-1	1	1	-9	-6
CC(=O)c1ccc(S(=O)(=O)Nc2ccc(S(=O)(=O)N3CCCCC3)cc2)cc1	-30	-16	2	4	15	-12	27	10	-2	3	-4
COc1ccc(N/C=C(\C#N)S(=O)(=O)c2ccc(OC)cc2)cc1	-2	-8	-5	10	10	11	-3	-4	-3	0	0
NC(N)=S	6	-12	-16	-12	-8	1	-4	-3	-8	4	2
Nc1nccc2c1ncn2C1OC(CO)C(O)C1O (stereo not given)	-7	1	-9	8	31	19	18	-7	-22	2	-6
COc1ccc(C(CC(=O)N2CCN(c3ccccc3)CC2)c2c(OC)cc(OC)c3ccc(=O)oc23)cc1 (stereo not given)	16	-7	-1	-1	-19	-11	-4	3	0	0	-1
CCOC(=O)c1sc(NC(=O)C2CC(=O)N(c3ccc(C)cc3)C2)nc1C (stereo not given)	6	-4	-1	-15	26	-6	20	-2	-1	-7	0
O=C(NC1CCCCC1)c1ccc(-n2cncn2)c([N+](=O)[O-])c1	9	-7	3	-9	19	-10	7	13	-10	8	-14
CCOC(=O)C1CCN(C(=O)CSC2=NCCS2)CC1	8	-9	-13	1	-5	-2	-15	-2	-5	-3	11
Nc1c(C(=O)CSc2nc3ccccc3o2)c(=O)[nH]c(=O)n1C1CC1	-36	4	13	-45	-96	-50	-35	-158	0	-32	0
CC(C)NC(=O)NC(=O)COC(=O)c1cc[n+]([O-])cc1	9	-3	3	10	-3	-16	-13	-17	-4	18	-1
CCN(C(=O)COC(=O)c1cccnc1SC)C1CCCCC1	-12	-4	0	-45	-15	2	6	18	1	-2	-10
COc1ccc(N/C=C(\[N+](=O)[O-])S(=O)(=O)c2ccccc2)cc1	-36	2	0	-5	12	-1	-23	-26	-3	-7	7
COc1ccc(C(=O)NCc2csc(C(C)C)n2)cc1OC1CCN(C(C)=O)CC1	-19	-4	1	-17	21	17	-11	-16	6	13	-10
COc1ccc(-n2cnnc2SCC(=O)Nc2ccc(C(N)=O)cc2)cc1	11	5	4	-3	-2	-19	10	1	2	4	-5
CCOc1cc(C(=O)N2CCN(c3ccccn3)CC2)cc(OCC)c1OCC	-10	-12	0	10	0	2	-21	-28	3	16	-8
O=C(CCn1c(=S)oc2ccccc21)NC1CCCCC1	0	2	-1	-14	-21	6	18	9	1	12	-1
O=C(NCC(c1ccco1)N1CCc2ccccc21)c1ccccc1Br (stereo not given)	0	-10	-1	0	-5	-5	5	-10	0	-9	-3
O=C(O)CC(Cc1ccc(Cl)cc1)C(=O)Nc1ccccc1 (stereo not given)	-9	6	2	14	-6	-5	-6	-1	2	-10	-4
CCCCNc1ccc(C(CC(N)=O)NC(=O)c2ccccc2)cc1[N+](=O)[O-] (stereo not given)	-16	2	-1	-5	-7	-7	5	-9	4	-8	-1
COc1ccc(-c2cccc(NC(=O)c3cccs3)c2)nn1	-2	3	0	-12	13	17	-29	-9	-7	5	-10
CCCCOCCCNC(=O)C[C@@H]1C[C@@]2(C(=O)OC)CC(C)(C)CC=C2N(Cc2ccco2)C1=O	11	nt	7	nt	nt	nt	9	nt	1	9	14
Cn1c(SCc2ccccc2F)nc2ccccc2c1=O	-22	-5	-6	7	2	18	-8	10	1	6	-2
COc1ccc(N/C=C\C(=O)c2ccc3c(c2)OCO3)cc1	-141	8	2	-23	18	-84	-51	-115	-2	-2	-14
N#C/C(=C\c1ccc(OCc2ccc(Br)cc2)cc1)C(=O)Nc1cccc(C(=O)O)c1	22	-3	0	-39	20	-35	-3	-30	-3	-13	-14
COC(=O)C[C@@H]1CC[C@H](NC(=O)c2ccccc2)[C@@H](CO)O1	7	nt	1	nt	nt	nt	-7	nt	7	9	-2
Cc1cc(C)cc(Cn2cc(CN3CC(N4CCCC4)CS3(=O)=O)nn2)c1 (stereo not given)	20	nt	-5	2	13	nt	-8	nt	0	-13	-5
C[C@H]1CN([C@@H](C)CO)C(=O)CCCn2nncc2CO[C@@H]1CN(C)C(=O)Nc1cccc2ccccc12	-5	0	-5	48	53*	-7	8	-21	0	4	-11
O=C(CC(=O)N/N=C\c1cccc(Cl)c1Cl)NCc1ccccc1	-3	4	3	16	-2	3	12	6	-2	2	-10
CCn1c(/C=C/N(C(C)=O)c2ccccc2)[n+](CCCS(=O)(=O)[O-])c2cc(Cl)c(Cl)cc21	2	-7	4	10	-11	6	8	8	0	-30	-4
COc1cc(/C=C/C(=O)OCC(=O)c2c[nH]c3ccccc23)ccc1OC(F)F	7	2	4	27	17	-3	-15	7	-6	-3	7

Next entries follow:
SMILES	LRH-1 inv ag	TLR9-MyD88 block	ABHD5 PLIN5 PPI	TROY signal inh	TWEAK Fn14 block	SRC1 inh	NCOA2 inhibitor	NCOA3 inh	Exocytosis inh	COUP-TFII inh	NOD2-RIPK2 inh
CCn1c(SCC(=O)NCc2cccs2)nnc1-c1ccncc1	-17	-1	-6	-9	-3	7	-9	-6	-2	12	-1
COc1ccc(N2CCc3c(C)nc(SC)nc32)cc1	10	7	0	-9	-25	1	4	6	0	-3	6
COCc1nnc(NC(=O)C23CC4CC(CC(C4)C2)C3)s1	-4	2	8	-34	3	-14	18	-22	4	-26	6
CC(C)(C)c1cc(=O)[nH]c(SCc2ccccc2Cl)n1	3	-9	-2	54*	-5	0	-4	14	3	16	-3
COc1ccc(C2C(C(=O)O)CCC(=O)N2c2ccc(C)cc2)cc1OC (stereo not given)	-8	0	-1	-10	5	-11	-3	9	-2	1	3
COc1ccc2[nH]c3c(=O)n(Cc4ccco4)cnc3c2c1	-27	4	8	-30	-5	-14	-44	7	-2	-8	-1
CS(=O)(=O)Nc1cccc(-c2cn3c(n2)SCC3)c1	3	-5	1	-10	-11	-5	-31	-5	-2	-5	-11
Cc1cccc(C)c1NC(=O)C(C1CC1)n1c(=O)c(-c2cc3ccccc3[nH]2)nc2ccccc21 (stereo not given)	6	nt	2	nt	nt	nt	-4	nt	9	-1	47*
Cn1nc(C(F)(F)F)c(/C=N/OC(=O)c2ccccc2Cl)c1SCc1ccccc1Cl	-3	-1	-3	-13	-12	-5	19	4	-5	-14	-15

One compound at a time (already shown). Screens in order: LRH-1 inv ag | TLR9-MyD88 block | ABHD5 PLIN5 PPI | TROY signal inh | TWEAK Fn14 block | SRC1 inh | NCOA2 inhibitor | NCOA3 inh | Exocytosis inh | COUP-TFII inh | NOD2-RIPK2 inh
O=C(c1ccc(Cl)cc1)C1CCN(C(=O)C2CC2)CC1 across the screens: 1 | 12 | 4 | -6 | 5 | -10 | nt | 9 | 4 | nt | 0
C[C@H]1CN([C@@H](C)CO)C(=O)CCCn2nncc2CO[C@@H]1CN(C)C(=O)Nc1cccc2ccccc12 across the screens: -5 | 0 | -5 | 48 | 53* | -7 | 8 | -21 | 0 | 4 | -11
